OX1R antag-1 = blocks the human orexin 1 receptor; O43613; CHO/OX1R cells, Fluo-8 calcium fluorescence, orexin A; inhibition, % at 5 µM; 330,000 compounds, 0.43% hits; AID 434989;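 active = inhibition above its plate's threshold, mean inhibition of all tested compounds on the plate plus 3 SD, cut at about 37% in these data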;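 also: 0% = orexin A challenge wells and 100% = SB-334867-A antagonist wells; not every result past the cut was called active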
Target sequence (O43613 whole entry, looked up): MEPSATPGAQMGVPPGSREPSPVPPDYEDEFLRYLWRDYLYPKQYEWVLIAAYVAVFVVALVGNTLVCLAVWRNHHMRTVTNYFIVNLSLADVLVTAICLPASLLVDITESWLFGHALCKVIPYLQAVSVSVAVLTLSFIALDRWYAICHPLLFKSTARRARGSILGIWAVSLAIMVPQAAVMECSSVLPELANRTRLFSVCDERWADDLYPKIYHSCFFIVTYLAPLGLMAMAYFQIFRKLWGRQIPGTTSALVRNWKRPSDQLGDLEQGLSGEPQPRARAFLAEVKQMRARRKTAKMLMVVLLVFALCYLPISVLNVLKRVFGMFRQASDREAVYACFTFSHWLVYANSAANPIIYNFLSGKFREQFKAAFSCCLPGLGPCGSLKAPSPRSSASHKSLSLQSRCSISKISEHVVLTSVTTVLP
OX1R antag-2 = antagonists of human orexin 1 receptor (OX1R); O43613; OX1R-expressing cells, FRET antagonist read-out; inhibition, % at 6.6 µM; 330,000 compounds, 1.8% hits; AID 485270; in the data active = inhibition mostly above about 38%, no sharp cut-off; inactive = mostly below about 40%;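 also: 0% = agonist challenge alone and 100% = reference antagonist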
Numbers without * were called inactive.

SMILES	OX1R antag-1	OX1R antag-2
Cc1cc(O)c(C(=O)/C=C/c2ccccc2Br)c(=O)o1	-16	0
N[C@@H]1CONC1=O	2	18
Cc1nc(NC(=O)c2ccc(Br)s2)sc1C(=O)N(C)C	-18	12
c1ccc(CSc2nnnn2-c2ccccc2)cc1	2	13
COc1ccc(Cl)cc1N(CC(=O)Nc1cccc(SC)c1)S(C)(=O)=O	-10	17
CSc1ccc(CN2CCCC(CO)(Cc3ccccc3)C2)cc1 (stereo unspecified)	-23	11
O=C(O)[C@@H]1CCCN1C(=O)COc1ccc2c3c(c(=O)oc2c1)CCC3	2	12
O=C(C(Cl)Cl)N1CCN(c2ccccn2)CC1	-11	12
Cc1ccc(C)c(S(=O)(=O)N2CCN(C(=O)CN3C(=O)NC(C)(C)C3=O)CC2)c1	-3	4
COC(=O)C(CC(C)C)NC(=O)/C=C/c1ccccc1Cl (stereo unspecified)	-2	16

Structures above with two or more sulfur atoms:
SMILES	OX1R antag-1	OX1R antag-2
Cc1nc(NC(=O)c2ccc(Br)s2)sc1C(=O)N(C)C	-18	12
COc1ccc(Cl)cc1N(CC(=O)Nc1cccc(SC)c1)S(C)(=O)=O	-10	17

(continued)
SMILES	OX1R antag-1	OX1R antag-2
COc1ccc(NC(=O)CN(C)C(=O)c2ccccc2SCC(=O)N2CCCC2)cc1	-35	17
CCC(=O)N1CCc2cc(Br)cc(S(=O)(=O)C3(C(=O)OC)CC3)c21	-6	4
O=C1c2cccc3cc([N+](=O)[O-])cc(c23)C(=O)N1c1ccccc1O	-22	43*
Cc1cc(=O)oc2cc(OCC(=O)NCCCN3CCCC3=O)c(Cl)cc12	-17	18
COC(=O)C(C(=O)Nc1ccc(OC)cc1)C1CCCCCC1 (stereo unspecified)	-23	18
CN(c1nc2ccccc2n2c(-c3ccco3)nnc12)S(=O)(=O)c1ccccc1	-4	7
CC[C@@]1(C(=O)OC)N[C@H](CN(C)C(=O)Nc2ccccc2)[C@@H]2C(=O)N(Cc3ccccc3)C(=O)[C@@H]21	-28	0
COCCn1c(N)c(C(=O)NCc2cccs2)c2nc3ccccc3nc21	-24	14
Cn1c(CC(=O)NNC(=O)c2ccc(Cl)nc2)nc2ccccc21	-3	0
CCOc1cccc(C(=O)N(Cc2cccc(F)c2)C2CCS(=O)(=O)C2)c1 (stereo unspecified)	-18	12
O=C1CC(N2CCC(O)(c3ccc(Br)cc3)CC2)C(=O)N1c1ccc(Cl)cc1 (stereo unspecified)	-12	11
COc1ccc(CCNC(=O)c2cc(C3CC3)nc3c2cnn3C(C)C)cc1OC	-32	6
Cc1c(NC(=O)C(C)OC(=O)c2cccc(S(=O)(=O)N3CCOCC3)c2)c(=O)n(-c2ccccc2)n1C (stereo unspecified)	-2	7
CCc1nc2sc(C(C)=O)c(N)c2c2c1CCCC2	-35	18
CC(C)CC(=O)Nc1nnc(SCC(=O)NCc2ccc3c(c2)OCO3)s1	-14	8
O=C(c1cn(-c2ccccc2)nc1-c1cccc(Br)c1)N1CCOCC1	-55	19
CC(C)C(=O)NC(=S)Nc1ccccc1C(=O)Nc1ccccc1	-10	5
Cc1nnc(NC(=O)CSc2ccccc2N)s1	-2	22
CCCCCCN1CC(C(=O)OCC)C(=O)C1=O (stereo unspecified)	-1	18
Cc1c(C(=O)NCCN2CCOCC2)sc2nc(-c3ccc(F)cc3)cn12	-16	6

Gathered by group: the entries above with a thiophene ring, fused or not.
SMILES	OX1R antag-1	OX1R antag-2
Cc1nc(NC(=O)c2ccc(Br)s2)sc1C(=O)N(C)C	-18	12
COCCn1c(N)c(C(=O)NCc2cccs2)c2nc3ccccc3nc21	-24	14
CCc1nc2sc(C(C)=O)c(N)c2c2c1CCCC2	-35	18

Further entries follow:
SMILES	OX1R antag-1	OX1R antag-2
CCCCOC(=O)Nc1ccccc1C(=O)N1CCCC1	-18	7
Cc1c(C(=O)N(C)Cc2nc3ccccc3c(=O)[nH]2)oc2ccccc12	-23	11
Cn1c(=N)n(CC(O)c2cccs2)c2ccccc21 (stereo unspecified)	0	17
CCn1c(SCCC(C)C)nnc1-c1c[nH]c2ccccc12	-32	13
CCCSc1nc(C)cc(C)c1C(N)=O	6	12
CCNc1nc(NCC)n2c(SCC(=O)N3CC4(C)CC3CC(C)(C)C4)nnc2n1 (stereo unspecified)	-11	5
COc1ccc(-c2cc(C(=O)N3CCN(c4ccccn4)CC3)c3ccccc3n2)cc1	-27	14
Cc1ccc(S(=O)(=O)c2nc(-c3ccccc3Cl)oc2NCCCN2CCOCC2)cc1	-18	0
CCc1cccc(C)c1NC(=O)C1CCCN(S(C)(=O)=O)C1 (stereo unspecified)	-2	0
Cc1ccc(S(=O)(=O)N(C)C)cc1NC(=O)c1ccccc1SCC(=O)N1CCCC1	-16	10
N#CC(C(=O)Nc1ccc(Cl)cc1)=C1Nc2ccccc2N1	-29	29
CC(=O)c1cccc(NC(=S)Nc2ccn(Cc3cccc4ccccc34)n2)c1	-10	26
CCC1CCC2(CC1)NNC(=S)NN2	6	19
COc1ccc(NC(=O)CC#N)cc1OC	-14	35
CCOC(=O)c1cnn(-c2ccccc2)c1NC(=O)c1ccccc1C	-21	19
O=C(Nn1cnnc1)c1cc(-c2cccc(Br)c2)nc2ccccc12	-5	13
Cc1cc(-n2c(C)cc(C(=O)CSc3[nH]c(=O)cc(C(F)(F)F)c3C#N)c2C)no1	-7	21
COCc1nc(-c2cc(Br)ccc2OC)no1	8	17
CCOc1cc(C2C3=C(CC(C)(C)CC3=O)N(C)C3=C2C(=O)CC(C)(C)C3)ccc1O	-4	14
COCc1cc(=O)oc2cc(NC(=O)c3ccc(C(C)(C)C)cc3)ccc12	-22	3
CC(=O)c1ccc(NC(=O)CN2CCOCC2)cc1	3	24
Cc1cc(NC(=O)C(C)Oc2ccc(Cl)cc2Cl)no1 (stereo unspecified)	-24	9
CCOC(=O)c1c(C)c(C(=O)N2CCN(c3cccc(Cl)c3)CC2)c(C)n1C	-18	8
C/C(=N\NC(=O)c1ccc(Cl)cc1)c1cccc(NC(=O)c2cccnc2)c1	-11	21
NC(=O)c1cccc(NC(=O)Nc2ccc(Cl)cc2)c1	13	7
Cc1cc(C)n(-c2nc(NCC3CCCO3)c3c4c(sc3n2)COC(C)(C)C4)n1 (stereo unspecified)	-32	-15
COC(=O)[C@@]1(Cc2ccccc2)[C@H]2C(=O)N(Cc3ccccc3)C(=O)[C@H]2[C@H]2CN=C(SCc3ccc(C)cc3)N21	-19	13
C(=N\Nc1ccccn1)/c1ccc2c(c1)OCCO2	-18	9
CC1(C(=O)N2CCC(CC3CC(c4ccc(Cl)cc4)=NO3)(C(=O)NCC3CCCCC3)CC2)CC1 (stereo unspecified)	-29	13
Cn1cccc1Cc1nnc(SCC(=O)Nc2ccc3c(c2)OCO3)n1CCc1ccccc1	-22	17
N#Cc1c(N)sc(=S)c2c1CCCCC2	-6	23
O=C(Cc1ccc(Cl)cc1)N1CCc2ccccc2C1	-26	23
CCOC(=O)c1c(C)[nH]c(C(=O)OCC(=O)N2CCCC2=O)c1C	-4	19
CCOc1ccc(N(C(=O)c2ccc(S(=O)(=O)N3CCCC3)cc2)C2C=CS(=O)(=O)C2)cc1 (stereo unspecified)	-1	24
O=C1CS(=O)(=O)c2ccccc2N1	-3	5
O=C(CSc1nnc(NC(=O)C2CC(=O)N(c3ccc(F)cc3)C2)s1)NCC1CCCO1 (stereo unspecified)	-9	9
Cc1ccc(NC(=O)c2cc(N3C(=O)C=CC3=O)ccc2Cl)cc1C	-23	3
Cn1c(C(=O)NCCN2CCOCC2)cc2c(=O)n(C)c3ccccc3c21	-22	11
COc1cccc(CN(C)CC(=O)Nc2ccccc2C(=O)Nc2ccccc2)c1	-22	13
Cc1nn(C(C)C(=O)Nc2ccc(Cl)cn2)c(C)c1[N+](=O)[O-] (stereo unspecified)	-8	7

Grouped by structure, the compounds so far containing bromine.
SMILES	OX1R antag-1	OX1R antag-2
Cc1cc(O)c(C(=O)/C=C/c2ccccc2Br)c(=O)o1	-16	0
Cc1nc(NC(=O)c2ccc(Br)s2)sc1C(=O)N(C)C	-18	12
CCC(=O)N1CCc2cc(Br)cc(S(=O)(=O)C3(C(=O)OC)CC3)c21	-6	4
O=C1CC(N2CCC(O)(c3ccc(Br)cc3)CC2)C(=O)N1c1ccc(Cl)cc1 (stereo unspecified)	-12	11
O=C(c1cn(-c2ccccc2)nc1-c1cccc(Br)c1)N1CCOCC1	-55	19
O=C(Nn1cnnc1)c1cc(-c2cccc(Br)c2)nc2ccccc12	-5	13
COCc1nc(-c2cc(Br)ccc2OC)no1	8	17

Carrying on:
SMILES	OX1R antag-1	OX1R antag-2
Cc1cccc(C2=NN(c3ccccc3)[C@@H](C(=O)N3CCOC3=O)[C@@H]2C)c1	14	8
CC(=O)c1ccc(NC(=O)C2CCCN(S(=O)(=O)c3cccc4nonc34)C2)cc1 (stereo unspecified)	-5	29
Cc1nn2c3ccccc3n(CC(=O)c3cccs3)c2nc1=O	-17	12
S=C1c2ccccc2CN1c1ccccc1	-2	13
Cc1ccccc1-c1nc(Cc2ccccc2)no1	-4	22
C=CCC1C=C(C)CC(CC=C)N1 (stereo unspecified)	-21	6
CCn1c(NCc2c[nH]c3ccccc23)nc2ccccc21	-18	24
COc1ccc(OCc2cc(C(=O)N3CCCN(C(C)=O)CC3)no2)c(Cl)c1	-12	13
CCCCCCCCn1c(=O)c(C(=O)OCC)c(O)c2ccccc21	-6	8
Cc1cccc(NC(=O)CSc2nnc(NC(=O)c3ccco3)s2)c1	-25	19
COc1ccc(OC)c(NC(=O)Cn2c(CCC(=O)O)ccc2-c2ccccc2)c1	-11	17
COc1ccc(C(=O)CC(=O)c2ccccc2)cc1	-11	14
CC1=NN(c2ccccc2)C(=O)/C1=C\c1cc(C)n(-c2cccnc2)c1C	-21	4
CCOC(=O)CC1C(=O)NCCN1C(=O)c1cc2c(=O)n3cccc(C)c3nc2s1 (stereo unspecified)	-13	19
O=C(NCC1([N+](=O)[O-])CN(C(=O)c2ccccc2)CN(C(=O)c2ccccc2)C1)c1ccccc1	-36	15
CN(NC(=O)c1ccc(Cl)cc1Cl)C1=NS(=O)(=O)c2ccccc21	10	4
CCOC(=O)C1(C)Oc2cccnc2NC1=O (stereo unspecified)	7	12
CCC/C(=N/NC(=O)c1ccccc1Cl)c1ccccc1	-64	-7
COc1cccc(C2CC(c3ccc(NS(C)(=O)=O)cc3)=NN2C(=O)c2ccccc2)c1OC (stereo unspecified)	-15	6
CCOC(=O)Nc1ccc(S(=O)(=O)N(C)C(C)C)cc1	-15	11
CCOC(=O)N1CCC(NC(=O)c2ccc(CNS(=O)(=O)c3ccc(F)cc3)cc2)CC1	-31	6
C/C(=N\NC(=O)c1c(Cl)cnn1C)c1cccc(NC(=O)C(C)C)c1	-11	22
O=C(COC(=O)CCS(=O)(=O)c1ccccc1)Nc1cc(S(=O)(=O)N2CCCCC2)ccc1Cl	-20	1
CC(=O)c1c(C)[nH]c(C(=O)OCC(=O)N2CCc3ccccc32)c1C	-12	8
COc1cc(Cl)ccc1OCc1cc(C(=O)N[C@H]2CCCCNC2=O)no1	-16	6
Cc1ccsc1/C=N/NC(=O)c1ccco1	-9	20
Cc1nn(C)c(Cl)c1CN1CCCC(CO)(Cc2ccccc2)C1 (stereo unspecified)	-21	7
O=C(N/N=C/c1cc(Cl)cc(Cl)c1O)c1ccncc1	8	36
Nc1nc(NC(=O)c2cccs2)nn1-c1ccccc1	-21	21
COc1cc(C(=O)NNC(=O)c2ccoc2C)cc(OC)c1OC	-6	12
O=C(COc1ncnc2c(Cl)cc(Cl)cc12)NCCC1=CCCCC1	-26	8
CCOC(=O)c1sc(NC(=O)CSc2ncn(-c3ccccc3)n2)nc1C	-28	17
NC(=O)C1CCN(C(=O)c2ccc3c(c2)S(=O)(=O)c2ccccc2C3=O)CC1	-10	88*
CC(=O)NS(=O)(=O)c1ccc(NC(=O)c2cc3c(=O)n4ccccc4nc3s2)cc1	-11	24
COCc1ccc(C(=O)N(C)CC2CCCN(CCc3ccc(OC)cc3)C2)o1 (stereo unspecified)	-26	-4
O=C(C[C@H]1C[C@H](C(=O)N2CCCCC2)[C@@]2(CCc3ccccc3)c3[nH]c4ccc(Cl)cc4c3CCN2C1=O)NCc1cccc(C(F)(F)F)c1	-19	0
COc1ccc(-c2cc(C)no2)cc1S(=O)(=O)N1CCOc2ccccc21	0	17
O=c1c2cc(N3CCOCC3)ccc2[nH]c(=S)n1CCc1ccccc1	-34	17
COc1ccc(C(=O)CN2C3=NCCCN3c3ccccc32)cc1OC	-15	10
COc1ccc(Cc2nnc(SCC(=O)NCCc3ccccc3)o2)cc1	-36	10
CCOCCCNCC(=O)Nc1ccccc1N1CCOCC1	-15	8
Nc1nonc1-c1nc2ccccc2[nH]1	-5	15
Cc1noc(C)c1S(=O)(=O)N1CCN(S(=O)(=O)c2ccccc2C#N)CC1	-21	7
COc1ccc(N2CCN(C(=S)Nc3ccccc3OC)CC2)cc1	-6	-3
CCN(CC)c1ccc([N+](=O)[O-])cc1C(=O)O	-6	49
CCS(=O)(=O)N1CCC(NC(=O)C(Cc2cc(OC)ccc2OC)NC(C)=O)CC1 (stereo unspecified)	-5	29
CCOC(=O)c1cc(CC)sc1N1C(=O)CC(Sc2ncccc2C(=O)O)C1=O (stereo unspecified)	-9	0
Nc1cc(-c2cccc(F)c2)nn1S(=O)(=O)c1cccc2nsnc12	-26	18
O=S(=O)(c1ccc(NC(=S)N2CCN(c3ccc(O)cc3)CC2)cc1)N1CCOCC1	8	7
Cc1ccc(NC(=S)N(Cc2cccc(Br)c2)CC2CCC(C(=O)O)CC2)cc1 (stereo unspecified)	-8	8

Later entries
SMILES	OX1R antag-1	OX1R antag-2
CCCCCSc1nc(C)c(CC(=O)O)c(=O)[nH]1	-6	20
COC(=O)c1scc(C)c1N/N=C(\C)c1ccc(F)cc1F	-29	16
Cc1ccc(N(CC(=O)NC2CCCC2)C(=O)CCC(=O)Nc2ccccn2)cc1	-8	16
CCSc1nnc(NC(=O)CCN2C(=O)C3CCCCC3C2=O)s1 (stereo unspecified)	6	0

Screening results deposited in PubChem BioAssay by The Scripps Research Institute Molecular Screening Center.
